EBI2 block = EBI2 receptor antagonists, beta-arrestin recruitment, primary screen, cell-based, luminescence, 7a,25-OHC stimulation, uHTS | G-protein coupled receptor 183 (Homo sapiens), P32249 | 7a,25-OHC stimulated | inhibition, % at 5 µM | 360,000 compounds, 0.81% hits | AID 651636, 2012; in the data active = inhibition above about 38%;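 note: enzyme fragment complementation signal reports receptor beta-arrestin coupling in cells; 0% = agonist plus DMSO wells and 100% = wells without agonist; some results beyond the cut were filed as inactive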
Target sequence (P32249 whole entry, looked up, the tested form may be a part): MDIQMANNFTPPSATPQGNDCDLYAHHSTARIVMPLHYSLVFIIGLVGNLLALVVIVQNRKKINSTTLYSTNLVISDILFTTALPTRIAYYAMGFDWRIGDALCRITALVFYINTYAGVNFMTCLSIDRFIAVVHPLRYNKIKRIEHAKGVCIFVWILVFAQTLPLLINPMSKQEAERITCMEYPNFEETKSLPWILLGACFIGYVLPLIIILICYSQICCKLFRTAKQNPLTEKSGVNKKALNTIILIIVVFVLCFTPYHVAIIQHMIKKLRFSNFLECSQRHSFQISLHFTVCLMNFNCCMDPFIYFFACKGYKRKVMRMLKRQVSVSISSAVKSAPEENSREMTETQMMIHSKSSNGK
The depositor's hits bear a star.

SMILES	EBI2 block
Cc1cccc(C)c1N1C(=O)c2ccccc2NC(=O)C1C(=O)Nc1ccc2c(c1)OCCO2 (configuration not stated)	2
COC(=O)[C@]12CCCCC=C1N(CCc1ccc(OC)c(OC)c1)C(=O)[C@H](CC(=O)NCc1cccc(C(F)(F)F)c1)C2	18
COC(=O)[C@@]12C[C@@H](CC(=O)NCC3CCCCC3)C(=O)N(Cc3cccc4ccccc34)C1=CCC(C)(C)C2	13
O=C(NC1CCCCC1)C(c1ccccc1F)n1c(=O)c(-c2cc3ccccc3[nH]2)nc2ccccc21 (configuration not stated)	4
CCCCCNC(=O)C1C(=O)Nc2ccccc2C(=O)N1c1ccc(OC)cc1 (configuration not stated)	-8
COc1ccc(C(C(=O)NC(C)(C)C)n2c(=O)c(-c3ccccc3)nc3ccccc32)cc1 (configuration not stated)	0
CC(C)NC(=O)C1(C)CSCC(=O)N1Cc1ccco1 (configuration not stated)	-8
C#CCNC(=O)C[C@@H]1C[C@@]2(C(=O)OC)CC(C)(C)CC=C2N(Cc2ccccc2)C1=O	-3
O=C(NCc1ccccc1)C(c1ccc(F)cc1)N1CCN(CCN2CCOCC2)CC1 (configuration not stated)	1
CO[C@H]1CN(C)C(=O)c2ccc(NC(=O)c3ccc4c(c3)OCO4)cc2OC[C@H](C)N(CC2CC2)C[C@@H]1C	-1
CSCCC(C(=O)NC1CCCC1)n1c(C2CC2)nc2ccccc21 (configuration not stated)	1
COC(=O)C[C@H]1C=C[C@@H](NC(=O)c2ccncc2)[C@@H](CO)O1	-5
COc1ccc(N2C(=O)c3ccccc3NC(=O)C2C(=O)Nc2ccc3c(c2)OCCO3)cc1 (configuration not stated)	-8
O=C(NCC[C@@H]1CC[C@@H](NC(=O)c2cnccn2)[C@@H](CO)O1)c1ccc2c(c1)OCO2	-6
COC(=O)[C@@]12C[C@@H](CC(=O)NCC34CC5CC(CC(C5)C3)C4)C(=O)N(Cc3ccco3)C1=CCC(C)(C)C2	19
CC(C)NC(=O)C1(C)CN(S(C)(=O)=O)CC(=O)N1CCOc1ccccc1 (configuration not stated)	6
c1ccc(-c2nc3ccccc3n2C(c2ccccc2)c2nc3ccccc3[nH]2)cc1 (configuration not stated)	-4
CCOC(=O)N1CCN(C(=O)C[C@@H]2C[C@@]3(C(=O)OC)CC(C)(C)CC=C3N(CCc3ccc(OC)c(OC)c3)C2=O)CC1	1
Nc1sc(Cc2ccccc2)cc1C(=O)NC1CCCCC1	5
Cc1cc2c(cc1C)-n1nnnc1C(N1CCN(c3ccccn3)CC1)C(c1ccc3c(c1)OCO3)=N2 (configuration not stated)	2
Cc1ccc(N2CCN(C(CCc3ccccc3)C(=O)Nc3c(C)cccc3C)CC2)cc1 (configuration not stated)	13
O=c1cccc(-c2ccc3ccccc3c2)o1	-4
CN(C)CC(=O)N[C@@H]1CC[C@@H](CCNS(=O)(=O)c2ccccc2)O[C@@H]1CO	-5
O=C(NC1CCCCC1)C(c1ccnc2ccccc12)n1c(=O)c(-c2ccccc2)nc2ccccc21 (configuration not stated)	12
CCC(=O)Nc1ccc2c(c1)OC[C@@H](C)NC[C@@H](C)[C@@H](OC)CN(C)C2=O	1
COc1ccc(CCC(=O)N2c3ccccc3N=C(c3ccc(C(F)(F)F)cc3)C2C(=O)NC2CCCC2)cc1 (configuration not stated)	22
CCCc1nc2ccccc2n1C(C(=O)NC(C)(C)C)C1CC1 (configuration not stated)	-5
COC(=O)C[C@H]1C=C[C@H](NC(=O)Cc2ccccc2)[C@@H](CO)O1	-2
CCC(c1nc2ccccc2[nH]1)n1c(=O)c(-c2cccs2)nc2ccccc21 (configuration not stated)	3
COc1ccc(C(C(=O)NC(C)(C)C)n2c(=O)c(-c3ccco3)nc3ccccc32)cc1 (configuration not stated)	3
CC(C)C(C(=O)NC1CCCC1)N1CCC(O)(c2ccc(Cl)cc2)CC1 (configuration not stated)	-2
Cc1cc2c(cc1C)-n1nnnc1C(N(C)CCc1ccccc1)C(=O)N2 (configuration not stated)	-5
CCCCCNC(=O)C(c1ccncc1)n1c(=O)c(-c2ccco2)nc2ccccc21 (configuration not stated)	-2
O=C(C(=O)N1CCN(CCN2CCOCC2)CC1)c1ccccc1	1
CCC(C(=O)NCc1ccccc1)n1c(CSCCOc2ccccc2)nc2ccccc21 (configuration not stated)	15
O=c1c(-c2cccs2)nc2ccccc2n1C(CCc1ccccc1)c1nc2ccccc2[nH]1 (configuration not stated)	9
COC(=O)[C@]12CCCCC=C1N(Cc1ccc3c(c1)OCO3)C(=O)[C@H](CC(=O)N1CCOCC1)C2	6
CC(C)NC(=O)C1(C)CSCC(=O)N1CCCn1ccnc1 (configuration not stated)	0
CO[C@H]1CN(C)C(=O)c2cc(NS(=O)(=O)c3ccccc3)ccc2OC[C@@H](C)N(Cc2ccccn2)C[C@@H]1C	0
O=C(NC1CCCCC1)c1nc(-c2c(F)cccc2F)oc1-c1ccccc1	-71
CCOC(=O)[C@]12CCCC=C1N(Cc1ccccc1)C(=O)[C@H](CC(=O)NCCCN1CCCC1=O)C2	-5
COC(=O)C1(C(=O)OC)C[C@H](/C=C/c2ccccc2)N(Cc2ccccc2OC)[C@@H]1c1ccccc1	23
COC(=O)C1=CN(c2ccc(Oc3ccccc3)cc2)C(N)=C(C#N)C1c1cccc(OC)c1OC (configuration not stated)	21
CCCCCCCCN1C(=O)[C@H](CC(=O)NCC23CC4CC(CC(C4)C2)C3)C[C@@]2(C(=O)OC)CC(C)(C)CC=C12	19
O=C(NC1CCCC1)C(c1ccccc1)n1c(CSCCOc2ccccc2)nc2ccccc21 (configuration not stated)	13
COC(=O)[C@@]12C[C@@H](CC(=O)NCCc3ccccc3OC)C(=O)N(Cc3ccccc3)C1=CCC(C)(C)C2	15
COc1ccc(NC(=O)C(c2ccc(C#N)cc2)n2c(=O)c(-c3ccco3)nc3ccccc32)cc1 (configuration not stated)	8
CCCCNC(=O)C[C@@H]1C[C@@]2(C(=O)OC)CCCCC=C2N(Cc2ccc3c(c2)OCO3)C1=O	-3
Cc1cccc(C)c1NC(=O)C1(C)CSCC(=O)N1CCc1c[nH]c2ccccc12 (configuration not stated)	13
CC(C)(C)C(c1nc2ccccc2[nH]1)n1c(-c2cccc(S(C)(=O)=O)c2)nc2ccccc21 (configuration not stated)	14
CC(C(=O)NC(C)(C)C)n1c(-c2ccccc2)nc2ccccc21 (configuration not stated)	0
COc1ccc(N2CCN(C3C(=O)Nc4ccccc4-n4nnnc43)CC2)cc1 (configuration not stated)	-6
O=C(NCc1ccccc1)C(C1CC1)n1c(=O)c(-c2ccco2)nc2ccccc21 (configuration not stated)	4
CC(C)NC(=O)C1C(c2ccc(C(F)(F)F)cc2)=Nc2ccccc2N1C(=O)c1ccco1 (configuration not stated)	-4
CCCCCNC(=O)C(c1ccc(OC)cc1)n1c(=O)c(-c2ccccc2)nc2ccccc21 (configuration not stated)	8
COC(=O)C1=CN(c2ccc(C)cc2)C(N)=C(C#N)C1c1ccccc1F (configuration not stated)	7
COC(=O)[C@@]12C[C@@H](CC(=O)NCCCN3CCCC3=O)C(=O)N(CCc3ccc(OC)c(OC)c3)C1=CCC(C)(C)C2	-7
Nc1nc2ccccc2cc1C(=O)NCc1cccs1	-5
COC(=O)C1=CN(c2ccc(N3CCOCC3)cc2)C(N)=C(C#N)C1c1cccc(OC)c1OC (configuration not stated)	1
COC(=O)/C=C1\OCc2cc(OC)c(OC)cc21	-4

New compounds follow
SMILES	EBI2 block
COCC(=O)N[C@H]1CC[C@@H](CC(=O)NCc2ccccc2OC)O[C@@H]1CO	-13
O=C(Nc1ccc(F)cc1)C(c1ccncc1)N1CCN(CC(=O)N2CCCC2)CC1 (configuration not stated)	-8
O=C1N(c2ccccc2)c2ccccc2[C@]12C[C@H](O)CO2	-7
O=[N+]([O-])c1ccc(Br)c(CN2CCN(c3ncc(Cc4ccccc4)cn3)CC2)c1	11
COc1ccccc1N1CCN(C2C(=O)Nc3ccccc3-n3nnnc32)CC1 (configuration not stated)	-1
CCCCCNC(=O)C(c1ccncc1)n1c(=O)c(-c2cc3ccccc3[nH]2)nc2ccccc21 (configuration not stated)	-4
Cc1ccc(N2CCN(C(C(=O)Nc3c(C)cccc3C)c3cccc(F)c3)CC2)cc1 (configuration not stated)	8
Nc1nc2ncccn2c1-c1ccc(C(F)(F)F)cc1	0
N#Cc1ccc(C(C(=O)NCc2ccccc2)n2c(=O)c(-c3cc4ccccc4[nH]3)nc3ccccc32)cc1 (configuration not stated)	3
O=C1Nc2ccccc2C(=O)N(Cc2ccccc2)C1C(=O)NC1CC1 (configuration not stated)	5
CCOC(=O)[C@]12CCCC=C1N(Cc1ccccc1)C(=O)[C@H](CC(=O)N1CCN(C(=O)c3ccco3)CC1)C2	5
CCOC1=C2CN(S(=O)(=O)c3ccc(C)cc3)C(c3cccc(Cl)c3)CC2NC(c2ccccc2)C1 (configuration not stated)	26
COCCN1C(=O)CSCC1(C)C(=O)Nc1c(C)cccc1C (configuration not stated)	-9
O=C(C[C@@H]1C=C[C@H](NC(=O)Cc2ccccn2)[C@@H](CO)O1)NCCc1ccccc1	-10
Cc1cccc(C)c1NC(=O)C(CCc1ccccc1)n1c(=O)c(-c2cc3ccccc3[nH]2)nc2ccccc21 (configuration not stated)	4

Some of these compounds in order of their number in EBI2 block, smallest number first.
SMILES	EBI2 block
CC(C)C(C(=O)NC1CCCC1)N1CCC(O)(c2ccc(Cl)cc2)CC1 (configuration not stated)	-2
COc1ccc(CCC(=O)N2c3ccccc3N=C(c3ccc(C(F)(F)F)cc3)C2C(=O)NC2CCCC2)cc1 (configuration not stated)	22
CCOC1=C2CN(S(=O)(=O)c3ccc(C)cc3)C(c3cccc(Cl)c3)CC2NC(c2ccccc2)C1 (configuration not stated)	26

Other structures:
SMILES	EBI2 block
O=c1cccc(-c2cccc3ccccc23)o1	-8
COC(=O)C1=CN(c2ccc(F)cc2)C(N)=C(C#N)C1c1cccc(F)c1 (configuration not stated)	2
COc1ccc(NC(=O)c2cc(-c3sc(NC(=O)c4ccccc4)nc3C)n(-c3ccc(Br)cc3)n2)cc1	-1
CCC(C(=O)Nc1c(C)cccc1C)n1c(-c2cc(C)cs2)nc2ccccc21 (configuration not stated)	0
CC(C)NC(=O)C1C(c2ccc(C(F)(F)F)cc2)=Nc2ccccc2N1C(=O)c1cccc(C(F)(F)F)c1 (configuration not stated)	7
O=C(Nc1ccc(F)cc1)C(c1ccnc2ccccc12)N1CCN(C(=O)c2ccco2)CC1 (configuration not stated)	-7
COC(=O)C1(C(=O)OC)C[C@H](c2ccc(OC)cc2)N(Cc2ccccc2OC)[C@@H]1c1ccc(OC)cc1	25
COC(=O)[C@@]12C[C@@H](CC(=O)N3CCN(C(=O)C4CC4)CC3)C(=O)N(Cc3cccc4ccccc34)C1=CCC(C)(C)C2	-6
COc1ccc(C(=O)C(=O)N2CCN(C(=O)OCc3ccccc3)CC2)cc1	23
CC1(C(=O)NCc2ccccc2)CN(S(C)(=O)=O)CC(=O)N1CCc1ccccc1F (configuration not stated)	-2
Cc1cccc(C)c1N1C(=O)c2ccccc2NC(=O)C1C(=O)NCC(C)C (configuration not stated)	-8
COc1ccc(C(=O)C(=O)N2CCC(c3ccccc3)CC2)cn1	43*
CC(C)C(C(=O)NC1CCCC1)N1CCN(c2ncccc2C#N)CC1 (configuration not stated)	1
CCCCOCCCNC(=O)C[C@@H]1C[C@@]2(C(=O)OC)CC(C)(C)CC=C2N(Cc2ccc3c(c2)OCO3)C1=O	1
CC(C)(C)NC(=O)C(c1ccc(C#N)cc1)n1c(=O)c(-c2cc3ccccc3[nH]2)nc2ccccc21 (configuration not stated)	15
COc1ccc(CN2C(=O)CN(S(C)(=O)=O)CC2(C)C(=O)Nc2c(C)cccc2C)cc1 (configuration not stated)	2
COC(=O)[C@@]12C[C@@H](CC(=O)NCc3ccc(OC)c(OC)c3)C(=O)N(Cc3ccco3)C1=CCC(C)(C)C2	-4
COC(=O)C1=CN(c2ccc(Oc3ccccc3)cc2)C(N)=C(C#N)C1c1ccccc1 (configuration not stated)	5
O=C(NC1CCCC1)C(c1ccco1)N1CCN(c2c(Cl)cncc2Cl)CC1 (configuration not stated)	16
CC1(C(=O)NCc2ccccc2)CSCC(=O)N1Cc1cccc(F)c1 (configuration not stated)	0
CN(CCc1ccccc1)C(C(=O)c1ccc2c(c1)OCO2)c1nnnn1-c1ccccc1NC(=O)OC(C)(C)C (configuration not stated)	19
COc1ccc(C(C(=O)NC2CCCC2)n2c(Cc3cc(F)cc(F)c3)nc3ccccc32)cc1 (configuration not stated)	11
CCCCCCCCN1C(=O)[C@H](CC(=O)NCCc2ccccc2OC)C[C@@]2(C(=O)OC)CC(C)(C)CC=C12	23
O=C1Nc2ccccc2-n2nnnc2C1N1CCN(C(=O)C2CCCO2)CC1 (configuration not stated)	-6
CCCCNC(=O)C(NC(=O)c1cccnc1OC)C(=O)c1ccccc1 (configuration not stated)	1

A different layout for some results above:
> CC1(C(=O)NCc2ccccc2)CSCC(=O)N1Cc1cccc(F)c1 (configuration not stated)
- EBI2 block = 0
> CN(CCc1ccccc1)C(C(=O)c1ccc2c(c1)OCO2)c1nnnn1-c1ccccc1NC(=O)OC(C)(C)C (configuration not stated)
- EBI2 block = 19
> COc1ccc(C(C(=O)NC2CCCC2)n2c(Cc3cc(F)cc(F)c3)nc3ccccc32)cc1 (configuration not stated)
- EBI2 block = 11
> CCCCCCCCN1C(=O)[C@H](CC(=O)NCCc2ccccc2OC)C[C@@]2(C(=O)OC)CC(C)(C)CC=C12
- EBI2 block = 23

Compound activity: PubChem, Sanford-Burnham Center for Chemical Genomics

Not all compounds are listed; count on the stated rates, not on these rows.
